AMPAR-TARP mod – modulates AMPAR-stargazin complexes. O88602+P19491. HEK293 GluA2+stargazin, membrane potential dye (FDSS), glutamate EC50; hits were called plate by plate, in both directions. calls only at 30 µM. hit rate 3.5% among 40,000. AID 1259245;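 active = any of four per-well response measures lying three or more SD from its plate-wide compound average, in either direction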
Target sequence (O88602 whole entry, looked up): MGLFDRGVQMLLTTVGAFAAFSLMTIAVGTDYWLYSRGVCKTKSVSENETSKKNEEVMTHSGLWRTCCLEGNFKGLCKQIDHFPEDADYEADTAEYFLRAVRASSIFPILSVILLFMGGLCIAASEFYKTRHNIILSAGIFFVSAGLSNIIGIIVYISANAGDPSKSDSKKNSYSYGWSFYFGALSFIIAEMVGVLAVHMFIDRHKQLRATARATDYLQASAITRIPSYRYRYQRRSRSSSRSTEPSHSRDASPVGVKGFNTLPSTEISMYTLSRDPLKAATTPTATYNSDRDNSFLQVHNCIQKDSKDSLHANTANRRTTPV
Target sequence (P19491 whole entry, looked up): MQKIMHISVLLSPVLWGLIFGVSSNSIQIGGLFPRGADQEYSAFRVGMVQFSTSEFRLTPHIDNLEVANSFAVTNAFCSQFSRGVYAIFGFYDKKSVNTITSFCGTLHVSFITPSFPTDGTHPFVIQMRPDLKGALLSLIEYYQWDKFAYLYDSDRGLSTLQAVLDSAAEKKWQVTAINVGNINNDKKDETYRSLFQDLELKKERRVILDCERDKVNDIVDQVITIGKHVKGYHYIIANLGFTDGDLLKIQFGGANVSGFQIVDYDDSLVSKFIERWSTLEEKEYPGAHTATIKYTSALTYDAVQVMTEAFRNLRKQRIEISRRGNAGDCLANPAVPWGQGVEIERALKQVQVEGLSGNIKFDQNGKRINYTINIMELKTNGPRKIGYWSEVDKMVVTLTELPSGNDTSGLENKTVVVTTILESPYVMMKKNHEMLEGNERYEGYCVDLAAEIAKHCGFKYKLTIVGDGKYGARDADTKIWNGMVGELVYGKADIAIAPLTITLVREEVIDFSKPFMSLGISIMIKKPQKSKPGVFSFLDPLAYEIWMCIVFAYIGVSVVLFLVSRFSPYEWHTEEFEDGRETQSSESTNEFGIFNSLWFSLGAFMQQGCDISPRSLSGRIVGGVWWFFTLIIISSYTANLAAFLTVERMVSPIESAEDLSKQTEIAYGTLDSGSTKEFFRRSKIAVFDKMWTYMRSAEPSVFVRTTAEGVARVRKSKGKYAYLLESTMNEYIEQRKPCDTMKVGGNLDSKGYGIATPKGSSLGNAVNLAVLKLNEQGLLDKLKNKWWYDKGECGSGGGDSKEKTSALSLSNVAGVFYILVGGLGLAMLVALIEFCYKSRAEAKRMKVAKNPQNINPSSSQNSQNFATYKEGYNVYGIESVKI
AMPAR-TARP mod agonism max-min – further read-out of AMPAR-TARP mod, marked with its call; compound max-min signal; compound-alone response (agonism);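 unitless range of fluorescence divided by baseline over first 100 seconds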
AMPAR-TARP mod glutamate slope – second read-out of AMPAR-TARP mod, no call of its own (marks repeat the call); glutamate slope, % of max; measured here: glutamate response slope, % max;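 scaled per plate between vehicle wells and maximal 1 mM glutamate control wells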
* marks the source's active call; other numbers are inactive results; i = inactive; + = active, no number; & = joins results of further samples. Not all compounds are listed. The share of hits here may be higher or lower than overall.

SMILES | AMPAR-TARP mod | AMPAR-TARP mod agonism max-min | AMPAR-TARP mod glutamate slope
COc1ccc(NC(=O)CSc2cc(N3CCCC3)ncn2)cc1 | i | 0.077 | 61
COCCNC(=O)Cn1nc2c(c1NC(=O)C1(c3ccc(Cl)cc3)CCCC1)CSC2 | + | 0.1* | 61*
Cc1cccc(-n2nnc(C(=O)NCc3ccco3)c2N)c1 | i | 0.077 | 61
Cc1ccccc1Cn1c(=O)n(Cc2ccc(F)cc2)c(=O)c2nccnc21 | i | 0.12 | 65
CCCCOc1ccc(NC(=O)N2CCN(Cc3nc(-c4ccco4)cs3)CC2)cc1 | i | 0.15 | 61
COc1ccc(NC(=O)NCCCn2nc(-c3ccc(Cl)cc3)ccc2=O)cc1OC | i | 0.096 | 71
CNC(=O)c1nsc(C(=O)N2CCN(c3cccc(C(F)(F)F)c3)CC2)c1N | i | 0.072 | 63
CCn1c(=O)c2c(nc3n2CC(C)CN3c2ccc(Oc3ccccc3)cc2)n(C)c1=O (configuration not stated) | i | 0.17 | 64
Cc1ccc(NC(=O)C(=O)NCC2CCN(C(=O)c3snnc3C)CC2)cc1N1CCCC1=O | i | 0.15 | 75
COc1ccc(OCC(O)Cn2c(N3CCCCC3)nc3c2c(=O)n(C)c(=O)n3C)cc1 (configuration not stated) | i | 0.066 | 41
Cn1cccc1C(CNS(=O)(=O)c1ccc2ccccc2c1)N1CCCC1 (configuration not stated) | i | 0.051 | 50
COC(=O)N1CCC(CNC(=O)C(=O)Nc2ccc(OC)cc2OC)CC1 | i | 0.12 | 62
CS(=O)(=O)N1CCCc2cc(NC(=O)c3ccc4c(c3)OCO4)ccc21 | i | 0.029 | 34
Cc1cc(NC(=O)CN2CCC(c3nnc(-c4ccco4)o3)CC2)no1 | i | 0.083 | 54
CCc1ccccc1NC(=O)NCCNc1cc(-n2nc(C)cc2C)nc(C)n1 | i | 0.1 | 63
COc1cccc(C(=O)Nc2ccc3c(c2)CCCN3C(=O)C2CC2)c1 | i | 0.12 | 67
COc1ccc(-n2cccc2)cc1 | i | 0.078 | 35
Cc1cc(NCCCN2CCOCC2)n2nc(C(F)(F)F)c(-c3ccccc3)c2n1 | i | 0.14 | 55
COc1ncccc1C(=O)N1Cc2nn(-c3ccc(C)cc3)c(-n3cccc3)c2C1 | i | 0.089 | 62
CCOC(=O)c1oc2ccccc2c1NC(=O)c1ccc(S(=O)(=O)N(C)C2CC2)cc1 | i | 0.081 | 88
O=C(NCCCn1ccnc1)C(=O)NCCC1=CCCCC1 | i | 0.14 | 46
CC(C)c1cc(=O)[nH]c(-n2nc(C3CC3)cc2NC(=O)c2ccccc2C(F)(F)F)n1 | i | 0.08 | 72
COc1ccc2sc(N(CCN3CCOCC3)C(=O)c3cccs3)nc2c1 | i | 0.064 | 60
O=C(NC1CCN(Cc2ccccc2)CC1)c1cc(=O)c(OCc2ccccc2)co1 | i | 0.095 | 54
COc1cc(NS(=O)(=O)c2ccc3c(c2)OCCO3)ccc1N1CCCCC1=O | i | 0.051 | 55
CC(NC(=O)c1cccc(N2CCCS2(=O)=O)c1)c1ccc2c(c1)OCCO2 (configuration not stated) | i | 0.086 | 58
COc1ccc(-n2nc3c(c2NC(=O)C(=O)NCc2ccccc2)CS(=O)(=O)C3)cc1 | i | 0.067 | 53
COc1ccc(Cl)c2sc(N(CCCn3ccnc3)C(=O)Cc3ccccc3)nc12 | i | 0.12 | 58
Cc1ccccc1OCC(=O)NCC(O)c1cccn1C (configuration not stated) | i | 0.095 | 59
CCN1CCN(S(=O)(=O)c2cc(OC)c(Cl)cc2OC)CC1 | i | 0.055 | 44
O=C(NCCn1ncc2c(N3CCCCCC3)ncnc21)c1cccc(C(F)(F)F)c1 | i | 0.055 | 54
CCc1nc2sc(C(c3ccc(F)cc3)N3CC(C)OC(C)C3)c(O)n2n1 (configuration not stated) | i | 0.074 | 52
Cc1nnsc1C(=O)N1CCC(CNC(=O)c2c(F)cccc2Cl)CC1 | i | 0.033 | 28
COc1ccc(-n2ccnc(SCC(=O)Nc3ccc(OC)c(OC)c3)c2=O)cc1 | i | 0.084 | 61
Cc1ccc(C)c(S(=O)(=O)Nc2ccc3c(c2)CCCN3S(=O)(=O)c2ccccc2)c1 | i | 0.11 | 55
CC1=C(C(=O)OCC(C)C)C(c2ccccc2Cl)NC(=O)N1C (configuration not stated) | i | 0.055 | 52
O=S(=O)(c1ccc2c(c1)OCCO2)N1CCN(c2ccc(-c3ccco3)nn2)CC1 | i | 0.072 | 45
Cc1ccc(CC(=O)Nc2nc3ccc4nc(C)sc4c3s2)cc1 | i | 0.089 | 77
O=C1CC(Nc2ccc(F)cc2)C(=O)N1C1CCCC1 (configuration not stated) | i | 0.14 | 42
COc1cc(S(=O)(=O)N2CCOCC2)ccc1F | i | 0.055 | 51
COCCNC(=O)Cn1nc2c(c1NC(=O)CC1CCCC1)CSC2 | i | 0.047 | 67
CCOC(=O)C(C)Oc1ccc2c(c1)O/C(=C\c1cccc([N+](=O)[O-])c1)C2=O (configuration not stated) | i | 0.13 | 62
O=C(Nc1cccc([N+](=O)[O-])c1)c1ccc(=O)n(Cc2ccc(Cl)cc2)c1 | i | 0.12 | 49
N#Cc1ccccc1NC(=O)C(=O)NCC1CCN(S(=O)(=O)C2CC2)CC1 | i | 0.079 | 52
Cc1ccc(OCC(O)Cn2c(N3CCC(C)CC3)nc3c2c(=O)[nH]c(=O)n3C)cc1 (configuration not stated) | i | 0.12 | 52
Fc1ccc(CNc2nc(=S)[nH]c3ccccc23)cc1 | i | 0.093 | 86
O=C1CC(c2nc3ccccc3n2Cc2ccc(F)cc2)CN1Cc1ccccc1 (configuration not stated) | + | 0.18* | 44*
O=C(/C=C/c1c[nH]c2ccccc12)c1ccc(Cl)cc1 | i | 0.13 | 49
Cn1c(=O)c2c(nc(N3CCc4ccccc4C3)n2CC(=O)O)n(C)c1=O | i | 0.041 | 36
Cc1cc(C(=O)N(CC2CCCO2)c2nc3c(F)cc(F)cc3s2)on1 (configuration not stated) | i | 0.045 | 44
CCNC(=O)c1nsc(C(=O)NCc2cc(OC)ccc2OC)c1N | i | 0.096 | 60
CC(C)C(=O)N1CCCc2cc(NC(=O)C3CCCCC3)ccc21 | i | 0.055 | 58
CCc1ccc(NC(=O)CSc2nnc(-c3cn(C)nc3OC)n2CC)cc1 | i | 0.078 | 54
O=C(NCCNC(=O)c1ccc(F)c(F)c1)c1ccc(NC(=O)c2ccc(F)cc2)cc1 | i | 0.087 | 30
CSc1ncccc1C(=O)N1CCC(CNC(=O)/C=C/c2ccsc2)CC1 | i | 0.079 | 60
COc1ccc(CCNC(=O)c2cncc(NS(=O)(=O)c3ccc(C)cc3)c2)cc1 | i | 0.1 | 58
COc1ccccc1OCC(O)CN1CCN(Cc2ccccc2)CC1 (configuration not stated) | i | 0.068 | 49
CC(=O)NCc1nc2ccccc2n1Cc1ccc(Cl)cc1 | i | 0.057 | 11
Cc1cc(C)n(CC(=O)Nc2cccc(NS(C)(=O)=O)c2)n1 | i | 0.099 | 45
Cc1ccc2c(CC(=O)Nc3cc(C)on3)cc(=O)oc2c1 | i | 0.1 | 53

In another format: 15 of the compounds above
Fields: AMPAR-TARP mod, AMPAR-TARP mod agonism max-min, AMPAR-TARP mod glutamate slope
COCCNC(=O)Cn1nc2c(c1NC(=O)CC1CCCC1)CSC2
  i, 0.047, 67
CCOC(=O)C(C)Oc1ccc2c(c1)O/C(=C\c1cccc([N+](=O)[O-])c1)C2=O (configuration not stated)
  i, 0.13, 62
O=C(Nc1cccc([N+](=O)[O-])c1)c1ccc(=O)n(Cc2ccc(Cl)cc2)c1
  i, 0.12, 49
N#Cc1ccccc1NC(=O)C(=O)NCC1CCN(S(=O)(=O)C2CC2)CC1
  i, 0.079, 52
Cc1ccc(OCC(O)Cn2c(N3CCC(C)CC3)nc3c2c(=O)[nH]c(=O)n3C)cc1 (configuration not stated)
  i, 0.12, 52
Fc1ccc(CNc2nc(=S)[nH]c3ccccc23)cc1
  i, 0.093, 86
O=C1CC(c2nc3ccccc3n2Cc2ccc(F)cc2)CN1Cc1ccccc1 (configuration not stated)
  +, 0.18*, 44*
O=C(/C=C/c1c[nH]c2ccccc12)c1ccc(Cl)cc1
  i, 0.13, 49
Cn1c(=O)c2c(nc(N3CCc4ccccc4C3)n2CC(=O)O)n(C)c1=O
  i, 0.041, 36
Cc1cc(C(=O)N(CC2CCCO2)c2nc3c(F)cc(F)cc3s2)on1 (configuration not stated)
  i, 0.045, 44
CCNC(=O)c1nsc(C(=O)NCc2cc(OC)ccc2OC)c1N
  i, 0.096, 60
CC(C)C(=O)N1CCCc2cc(NC(=O)C3CCCCC3)ccc21
  i, 0.055, 58
CCc1ccc(NC(=O)CSc2nnc(-c3cn(C)nc3OC)n2CC)cc1
  i, 0.078, 54
O=C(NCCNC(=O)c1ccc(F)c(F)c1)c1ccc(NC(=O)c2ccc(F)cc2)cc1
  i, 0.087, 30
CSc1ncccc1C(=O)N1CCC(CNC(=O)/C=C/c2ccsc2)CC1
  i, 0.079, 60

Further records follow.
SMILES | AMPAR-TARP mod | AMPAR-TARP mod agonism max-min | AMPAR-TARP mod glutamate slope
CC(C)c1cc(=O)[nH]c(-n2nc(C3CC3)cc2NC(=O)COc2ccc(F)cc2)n1 | i | 0.076 | 59
CCOc1cc(C(=O)Nc2ccc3c(c2)CCC(=O)N3CC)cc(OCC)c1OCC | i | 0.055 | 49
COC(=O)Cn1c(=O)c2c(nc3n2CCN3c2cccc(C)c2C)n(C)c1=O | i | 0.092 | 61
COc1cc(COCC2CCN(C(=O)Cc3ccc(S(=O)(=O)C(C)C)cc3)CC2)cc(OC)c1 | i | 0.069 | 69
CCc1cccc(C)c1NC(=O)CSc1nc2sc3c(c2c(=O)n1C)CCC(C)C3 (configuration not stated) | i | 0.058 | 32
O=C(Cn1cnc2nc(N3CCOCC3)ncc2c1=O)NCc1ccc(F)c(Cl)c1 | i | 0.088 | 61
Cn1c(=O)c2c(nc(N3CCN(Cc4ccccc4)CC3)n2CC(O)COc2ccc(Cl)cc2)n(C)c1=O (configuration not stated) | + | 0.22* | 61*
CCOC(=O)N1CCN(S(=O)(=O)c2cc(F)ccc2OC)CC1 | i | 0.076 | 43
COc1ccc(S(=O)(=O)CCCC(=O)Nc2sccc2C#N)cc1 | i | 0.12 | 54
Cc1nc(NC(=O)Cc2csc(NC(=O)c3ccco3)n2)sc1C(=O)N(C)C | i | 0.097 | 74
CC(=O)c1sc(NC(=O)C2CCN(S(=O)(=O)c3cccs3)CC2)nc1-c1ccccc1 | i | 0.12 | 3
CCCc1ccc(S(=O)(=O)NCCN2CCN(c3ccc(OC)cc3)CC2)cc1 | i | 0.11 | 51
CC(=O)N1CCN(C(=O)C(=O)Nc2c3c(nn2-c2ccc(Cl)cc2)CSC3)CC1 | i | 0.031 | 51
CCN(CC)CC(=O)Nc1cccc(I)c1 | i | 0.037 | 48
CC(=O)Nc1cccc(NC(=O)c2nn(-c3ccc(F)cc3)cc2OCc2ccccc2)c1 | i | 0.11 | 50
COC(=O)CCn1c(=O)c2c(nc3n(-c4cc(OC)ccc4OC)c(C)cn23)n(C)c1=O | i | 0.069 | 59
CCn1c(SCC(=O)NCc2ccccc2Cl)nnc1-c1cn(C)nc1OC | i | 0.025 | 32
COc1ccc(-n2nnc(C(=O)NC3CCCCC3)c2N)cc1 | i | 0.11 | 55
O=C(CCCS(=O)(=O)c1ccc(F)cc1)N(Cc1ccccc1)c1nc2c(F)cccc2s1 | i | 0.079 | 58
O=C(Cc1csc(Nc2cccc(Cl)c2)n1)Nc1ccc2c(c1)OCCO2 | i | 0.17 | 61
Cc1cc([N+](=O)[O-])ccc1NC(=O)c1ccc(=O)n(Cc2ccc(F)cc2)c1 | i | 0.15 | 56
COC(=O)c1sccc1S(=O)(=O)N1CCN(c2ccc(Cl)cc2)CC1 | i | 0.15 | 61
O=C(Nc1nnc(Cc2cccs2)o1)c1ccc(S(=O)(=O)N2CCCCC2)cc1 | i | 0.085 | 59
COc1ccc(-n2nnc(C(=O)Nc3ccc(NC(C)=O)cc3)c2C)cc1 | i | 0.055&0.027 | 43&74
Cn1c(=O)[nH]c(=O)c2c1nc(N1CCN(CC(N)=O)CC1)n2Cc1ccccc1F | i | 0.082 | -6
CCCCOc1ccc(C(=O)N2CCC3(CC2)CC(=O)c2ccccc2O3)cc1 | i | 0.1 | 68
CC(=O)Cn1c(=O)c2c(nc3n(-c4ccc(C)cc4C)c(C)c(C)n23)n(C)c1=O | i | 0.11 | 55
Cc1cccc(NC(=O)CCc2csc(NS(=O)(=O)c3ccc(F)cc3)n2)c1 | i | 0.11 | 48
CCNC(=O)NC12CC3CC(CC(C3)C1)C2 | i | 0.11 | 54
CCCCOC(=O)c1ccc(NC(=O)CN2C(=O)c3ccccc3S2(=O)=O)cc1 | i | 0.14 | 45
COc1ccc(S(=O)(=O)CCCC(=O)Nc2nc3cc4c(cc3s2)OCCO4)cc1 | i | 0.11 | 59
Cc1nn(C2CCS(=O)(=O)C2)c2nc(-c3cccs3)cc(C(=O)Nc3ccc(C(C)C)cc3)c12 (configuration not stated) | i | 0.061 | 21
COc1ccc2cc(CNc3ccc(C)cc3)c(=O)n(CC(=O)Nc3ccc(OC)c(Cl)c3)c2c1 | i | 0.11 | 57
O=C(Oc1ccccc1OC(=O)N1CCOCC1)N1CCOCC1 | + | 0.11* | 100*
CCc1ccc(-n2nnnc2SC(C)C(=O)Nc2ccc(S(N)(=O)=O)cc2)cc1 (configuration not stated) | i | 0.091 | 53
CN(C)CCNc1cc(C(C)(C)C)nc2c(-c3ccccc3)cnn12 | + | 0.12* | 42*
O=C(c1ccc(Cl)cc1Cl)N1CCN(c2ccc(-c3ccncc3)nn2)CC1 | i | 0.11 | 38
CN(Cc1ccco1)S(=O)(=O)c1ccc(C(=O)N2CCN(c3nc4ccccc4s3)CC2)cc1 | i | 0.062 | 61
